Screening results (PubChem BioAssay)
KDM4E inh = qHTS Assay for Inhibitors of Human Jumonji Domain Containing 2E (JMJD2E). Lysine-specific demethylase 4E (Homo sapiens), B2RXH2. JMJD2E catalytic domain, FDH-coupled NADH fluorescence (FDH is formaldehyde dehydrogenase). Potency, µM (titrated, usually from 57.1 µM), without a hit: at the top dose activity change, negative = inhibition, most hits filed as inhibitors. 230,000 compounds, 1.6% hits; active = well fitted inhibition curve with a large enough effect, not every such curve was filed as active; inconclusive = small, poorly fitted or top-dose-only effect, or another doubt; inactive = no such curve, though single readings can be large or run the other way;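 also: 0% = wells with enzyme and -100% = buffer wells without enzyme; nearly all actives have a fitted effect of over 50% in size; many of its hits are not listed in these tables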
Target sequence (B2RXH2 1-337 limits assumed): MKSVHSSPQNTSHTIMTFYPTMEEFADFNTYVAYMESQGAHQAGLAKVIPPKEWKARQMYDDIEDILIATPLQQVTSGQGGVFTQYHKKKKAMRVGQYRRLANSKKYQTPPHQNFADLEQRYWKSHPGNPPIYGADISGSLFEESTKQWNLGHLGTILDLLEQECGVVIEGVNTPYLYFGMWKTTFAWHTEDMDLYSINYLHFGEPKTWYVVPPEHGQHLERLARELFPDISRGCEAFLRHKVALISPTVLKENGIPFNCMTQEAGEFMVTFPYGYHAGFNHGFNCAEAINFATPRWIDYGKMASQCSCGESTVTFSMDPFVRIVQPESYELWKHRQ
RGS12 GoLoco inh = qHTS Assay for Inhibitors of RGS12 GoLoco Motif Activity (Red Fluorophore) | Guanine nucleotide-binding protein G(i) subunit alpha-1 (Homo sapiens), P63096 | Gai1:RGS12 GoLoco peptide FP, rhodamine, 10 min | Potency, µM (doses to about 61.6 µM), inactives show at the highest dose activity, negative = inhibition, most hits filed as inhibitors | 230,000 compounds, 0.44% hits; active = well fitted inhibition curve with a large enough effect, not every such curve was filed as active; inactive = no such curve, though single readings can be large or run the other way; also: % is scaled to controls: 0 for no effect and ±100 for the full control effect; nearly all actives have a fitted effect of over 30% in size; many of its hits are not listed in these tables
Target sequence (P63096 whole entry, looked up): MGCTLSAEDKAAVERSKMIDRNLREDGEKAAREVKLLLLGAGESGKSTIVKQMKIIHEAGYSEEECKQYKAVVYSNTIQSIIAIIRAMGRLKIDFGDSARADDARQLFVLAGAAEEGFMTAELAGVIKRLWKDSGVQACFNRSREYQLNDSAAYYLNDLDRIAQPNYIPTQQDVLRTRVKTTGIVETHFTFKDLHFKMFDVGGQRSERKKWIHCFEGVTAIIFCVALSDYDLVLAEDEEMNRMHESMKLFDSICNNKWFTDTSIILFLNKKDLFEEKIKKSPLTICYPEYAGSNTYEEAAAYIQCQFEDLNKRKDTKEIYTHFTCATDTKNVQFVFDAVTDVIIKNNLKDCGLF
ALDH1A1 block = qHTS Assay for Inhibitors of Aldehyde Dehydrogenase 1 (ALDH1A1). Aldehyde dehydrogenase 1A1 (Homo sapiens), P00352. Purified ALDH1A1, NADH fluorescence, propionaldehyde substrate. Potency, µM (titrated, usually from 75.3 µM), for inactives: at the highest dose activity, negative = inhibition, actives largely listed as inhibitors. 220,000 compounds, 7.3% hits. AID 1030, 2008; active = well fitted inhibition curve with a large enough effect, not every such curve was filed as active; inconclusive = small, poorly fitted or top-dose-only effect, or another doubt; inactive = no such curve, though single readings can be large or run the other way;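 also: plate controls were no enzyme wells and a reference inhibitor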
GAA inhib = qHTS Assay for Inhibitors of Human alpha-Glucosidase as a Potential Chaperone Treatment of Pompe Disease | Potency, µM (highest dose often 76.9 µM), for inactives: at the top dose activity change, negative = inhibition, hits mostly inhibitors | Lysosomal alpha-glucosidase (Homo sapiens), P10253 | purified human GAA, 4-MU-alpha-glucoside fluorescence | AID 1466, 2008 | 200,000 compounds, 0.005% hits;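 also: plate controls were uninhibited enzyme wells for no effect and no-enzyme background for full effect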
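Fluorescence at Ex 365/Em 440 nm from 4-methylumbelliferone reported enzyme activity after 20 min at room temperature. Reactions used 4 nM enzyme and 400 uM substrate at pH 5.0; curves fitted with the Hill equation.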
GAA glycogen = qHTS Assay for Inhibitors and Activators of Human alpha-Glucosidase Cleavage of Glycogen | recombinant GAA, glycogen substrate, Amplex Red glucose oxidase fluorescence | Lysosomal alpha-glucosidase (Homo sapiens), P10253 | 300,000 compounds, 0.38% hits | Potency, µM (top dose mostly 76.4 µM), without a hit: top-dose activity change, negative = inhibition, usual class: inhibitors;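 also: 0% = full enzyme reaction and -100% = no-enzyme basal signal; the screen sought inhibitors and activators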
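Recombinant human enzyme (4 nM); glycogen substrate; 37 C, 40 min, pH 5.0. Readout: coupled glucose oxidase/Amplex Red fluorescence.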
SMN2 splice enh = qHTS Assay for Enhancers of SMN2 Splice Variant Expression; HEK293 SMN2-luciferase splicing reporter, luminescence, 30-36 h; Potency, µM (top dose mostly 46.1 µM), inactives show top-dose activity change, positive = activation, actives largely listed as activators; 210,000 compounds, 2.8% hits; also: % of control where 0% means no effect; nearly all actives have a fitted effect of over 55% in size
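HEK293 cells carry an SMN2 […]–luciferase reporter in which exon 7 inclusion puts luciferase in frame. Cells were plated 10-12 h before compound addition, then incubated 30-36 h at 37C. ONE-Glo luminescence was read; sodium butyrate at 4.5 mM final served as control.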
aGlu spleen mod = qHTS Assay for Inhibitors and Activators of Human alpha-Glucosidase From Spleen Homogenate; Lysosomal alpha-glucosidase (Homo sapiens), P10253; human spleen homogenate, 4-MU-alpha-glucoside fluorescence; Potency, µM (top dose mostly 79.9 µM), for inactives: top-dose activity change, negative = inhibition, actives largely listed as inhibitors; 240,000 compounds, 0.006% hits;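 also: 0% = enzyme with vehicle and -100% = no enzyme basal signal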
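AC50 values come from Hill-equation fits of concentration-response data, normalized to no-enzyme and full-activity controls. Enzyme source: 1 ug human spleen homogenate; 1 mM fluorogenic 4-MU glucoside, pH 5.0 citrate buffer, 37 C, 40 min.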
aGal spleen mod = qHTS Assay for Inhibitors and Activators of Human alpha-Galactosidase From Spleen Homogenate; Alpha-galactosidase A (Homo sapiens), P06280; human spleen homogenate, 4MU-alpha-Gal fluorescence, 40 min; Potency, µM (titrated, usually from 80 µM), without a hit: at the highest dose activity change, negative = inhibition, hits mostly inhibitors; 240,000 compounds, 0.008% hits; AID 2107, 2009;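 also: 0% = enzyme with vehicle and -100% = no enzyme basal signal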
Target sequence (P06280 32-429 limits assumed): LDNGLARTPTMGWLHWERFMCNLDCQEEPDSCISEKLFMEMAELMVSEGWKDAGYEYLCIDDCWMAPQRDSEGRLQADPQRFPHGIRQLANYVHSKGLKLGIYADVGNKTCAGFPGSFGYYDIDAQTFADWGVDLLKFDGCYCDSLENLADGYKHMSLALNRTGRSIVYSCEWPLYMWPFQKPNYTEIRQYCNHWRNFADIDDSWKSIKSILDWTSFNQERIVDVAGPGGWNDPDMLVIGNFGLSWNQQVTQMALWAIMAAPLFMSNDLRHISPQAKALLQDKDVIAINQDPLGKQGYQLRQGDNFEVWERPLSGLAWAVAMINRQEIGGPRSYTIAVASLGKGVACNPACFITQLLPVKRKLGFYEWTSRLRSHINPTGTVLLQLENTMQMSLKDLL
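qHTS titration in buffer at pH 5.0. Alpha-galactosidase activity in spleen homogenate was measured via 4-methylumbelliferone release from 1 mM fluorogenic substrate after 40 min at 37C and a pH 10 stop. AC50 came from Hill fits of control-normalized data.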
An asterisk follows results filed as active; ? = inconclusive; . = no result given; [ ] = remark or other dose. Unless noted, calls follow the shape of the dose curve; as a rule, active = well fitted curve in the direction sought with a large enough effect; inconclusive = small, poorly fitted or top-dose-only effect, or another doubt; inactive = no such curve, though single readings can be large; an effect the other way counts as inactive or inconclusive. Potency is read from the fitted curve at half-maximal effect.

SMILES	KDM4E inh	RGS12 GoLoco inh	ALDH1A1 block	GAA inhib	GAA glycogen	SMN2 splice enh	aGlu spleen mod	aGal spleen mod
CN(C)S(=O)(=O)c1ccc(C(=O)OCC(=O)NCc2ccccc2)cc1	-4.1%	4.1%	8.4%	5.2%	6.4%	-3.1%	-0.1%	-5.9%
Cc1ccc(-n2nnnc2SCc2ccccn2)cc1C	-3.4%	-5.8%	-4.7%	0.1%	0.6%	-8.5%	-8.2%	4.5%
COc1ccc(S(=O)(=O)N2CCC(C(N)=O)CC2)c2ccccc12	-1.3%	6.0%	-6.2%	-6.2%	-0.6%	11.8%	-9.0%	-16.5%
O=C(NCCN1CCCCC1)c1c(O)c2ccccc2[nH]c1=O	?	5.9%	-2.2%	5.0%	3.9%	3.3%	-5.2%	-1.9%
CCOCCCn1c(SCC(=O)Nc2ccc(C(N)=O)cc2)nc2ccccc2c1=O	?	144.4%[activator]	-5.0%	-4.7%	1.1%	0.8%	2.4%	5.6%
COc1ccc(CNS(=O)(=O)NCc2ccccc2)cc1	-1.2%	-9.5%	0.7%	-2.5%	0.1%	3.0%	4.4%	4.5%
CCN(CC)c1ccc(C2C(C(=O)OCCOC)=C(C)NC3=C2C(=O)CCC3)cc1 (stereo unspecified)	?	-17.8%	?	0.5%	-5.3%	7.7%	-10.6%	-10.5%
COc1c(Cl)cc(Cl)cc1CNCCNCC(C)O (stereo unspecified)	8.6%	-8.6%	4.3%	11.1%	4.2%	0.1%	-5.2%	5.5%
CN(C)c1ncc2nc(CCc3ccccc3)c(=O)n(C3CC3)c2n1	.	7.6%	?	.	.	.	8.5%	4.4%
O=C(NCc1csc(-c2cccs2)n1)C1CCC1	?	4.7%	-6.7%	4.2%	-0.5%	.	2.9%	-1.6%

A different layout for 3 compounds above:
mol,KDM4E inh,RGS12 GoLoco inh,ALDH1A1 block,GAA inhib,GAA glycogen,SMN2 splice enh,aGlu spleen mod,aGal spleen mod
CCN(CC)c1ccc(C2C(C(=O)OCCOC)=C(C)NC3=C2C(=O)CCC3)cc1 (stereo unspecified),?,-17.8%,?,0.5%,-5.3%,7.7%,-10.6%,-10.5%
COc1c(Cl)cc(Cl)cc1CNCCNCC(C)O (stereo unspecified),8.6%,-8.6%,4.3%,11.1%,4.2%,0.1%,-5.2%,5.5%
CN(C)c1ncc2nc(CCc3ccccc3)c(=O)n(C3CC3)c2n1,.,7.6%,?,.,.,.,8.5%,4.4%

Continued.
SMILES	KDM4E inh	RGS12 GoLoco inh	ALDH1A1 block	GAA inhib	GAA glycogen	SMN2 splice enh	aGlu spleen mod	aGal spleen mod
COC(=O)c1ccc(C(NC(=O)OCc2ccccc2)/C(I)=C/[C@@H](C)C(=O)NCc2ccc(OC)c(O)c2)cc1 (stereo partly specified)	4.2%	-5.4%	-6.6%	.	.	-2.0%	-1.0%	0.1%
CC(=O)c1cnc2cc(C)nn2c1C	-6.9%	-26.3%	-0.3%	5.1%	-4.2%	-9.8%	0.0%	0.3%
CCc1ccc(C(=O)N2CCN(c3ccc(F)cc3)CC2)s1	-0.6%	3.2%	-3.7%	1.4%	-15.0%	-18.6%	-8.8%	-4.9%
CC(C)CC(c1nnnn1CCc1ccccc1)N1CCC(C(N)=O)CC1 (stereo unspecified)	0.9%	3.4%	-3.6%	-1.8%	-5.5%	-38.3%[inhibitor]	-1.2%	5.2%
CCC1=C2CC[C@H]3C(=O)N(CC(=O)OC)C(=O)[C@H]3[C@H]2[C@@]2(C)C(=O)N(Cc3ccccc3)C(=O)N2C1=O	9.4%	2.2%	-0.6%	.	.	-6.6%	5.4%	-2.1%
CCCOc1ccc(C(=O)Nc2ccc(S(=O)(=O)Nc3cc(C)nc(C)n3)cc2)cc1	4.9%	6.7%	?	-0.9%	-2.6%	.	-5.2%	-9.9%
O=S(=O)(Nc1ccc2c(c1)OCCO2)c1ccc2oc3ccccc3c2c1	-5.4%	5.2%	?	-8.4%	-13.3%	-22.0%	-10.5%	1.1%
O=S(=O)(c1ccc(NC(=S)N/N=C/c2ccc(O)c(O)c2)cc1)N1CCOCC1	12.6µM*	5.6%	.	.	25.1µM*	.	-9.2%	-0.5%
CCN(CC)C(=O)c1sc2c(c1C)c(=O)n(-c1ccc(C)c(C)c1)c(=O)n2CC(=O)NCC1CCCO1 (stereo unspecified)	-1.4%	-2.3%	2.3%	-3.4%	3.3%	-25.3%	8.3%	0.3%
Oc1ccc(-c2nc3ncccn3c2Nc2ccc3c(c2)OCO3)cc1	-4.4%	9.8%	-10.1%	4.9%	24.9µM*	27.3%	-5.9%	-8.1%
Clc1ccc(-c2nc3ccccc3n2OCc2ccccc2)cc1	11.0%	0.4%	11.9%	7.7%	-2.1%	-13.7%	8.3%	3.0%
CC(NC(=O)/C=C/c1cnc2ccccc2n1)C12CC3CC(CC(C3)C1)C2 (stereo unspecified)	-24.4%	-3.8%	-6.2%	-6.8%	-9.2%	-35.7%[inhibitor]	-5.4%	-9.5%
N#CC1=C2C=Cc3ccccc3N2CCCC1=O	-7.5%	9.6%	?	0.4%	-7.9%	23.1%	-6.3%	-2.9%
CCOC(=O)c1ccc(Nc2cc(C)nc(C)c2C(=O)OCC)cc1	-1.6%	-2.4%	2.5%	-0.7%	5.6%	-20.4%	-1.2%	3.4%
CN(C)c1ccc(/C=C/C(O)=C2/C(=O)N(C)C3(C)CC2c2ccccc2O3)cc1 (stereo unspecified)	?	1.9%	20µM*	-8.5%	-10.7%	-32.5%[inhibitor]	2.6%	4.3%
CC1(C)CC(=O)C2=C(C1)NC(=O)CC2c1ccc(F)cc1 (stereo unspecified)	2.9%	5.3%	-9.0%	0.3%	12.0%	-5.5%	-5.2%	5.7%
CC(C)NC(=S)N/N=C/c1c[nH]c2ccccc12	-0.7%	-0.3%	11.6%	-0.6%	-2.8%	?	6.7%	5.5%
C=CCn1c(-c2cccc(OCC)c2)n[nH]c1=S	?	15.0%	-4.4%	-0.8%	-15.7%	.	-1.9%	-11.8%
COc1ccc(-c2cc(C(F)(F)F)nc(SCCC(=O)NCc3ccccc3)n2)cc1	?	1.8%	-0.5%	-0.6%	3.3%	-27.4%	0.0%	-5.3%
O=C(NC1CCCC1)C1CCC(=O)N1C1CCCCC1 (stereo unspecified)	1.4%	30.1%[activator]	-3.4%	-2.1%	-4.3%	-3.7%	-1.2%	-5.0%
CC(C)C(NC(=O)C1CCCCC1)C(=O)NCCc1ccccc1 (stereo unspecified)	2.0%	15.5%	5.8%	3.0%	3.1%	-43.2%[inhibitor]	3.6%	-1.8%
C=CCSCC1Nc2cc(Cl)c(S(N)(=O)=O)cc2S(=O)(=O)N1 (stereo unspecified)	?	2.8%	-11.7%	.	.	-0.2%	4.7%	3.6%
O=C(CN1C(=O)C2C3C=CC(C3)C2C1=O)NCc1ccc2c(c1)OCO2 (stereo unspecified)	3.5%	6.7%	0.4%	-9.5%	0.6%	11.0%	-0.3%	-1.8%
COc1ccc(CCNC(=O)Cn2c(=O)n(-c3ccc(F)cc3F)c(=O)c3sccc32)cc1OC	4.0%	2.2%	?	-3.1%	3.1%	-15.6%	-21.8%	6.8%
COCCCNC(=O)c1c(N)n(/N=C/c2cccs2)c2nc3ccccc3nc12	?	10.1%	?	?	-4.1%	-12.0%	-3.4%	3.2%
O=S(=O)(NCc1cc(-c2ccccc2)no1)c1ccccc1	4.5%	-1.7%	-5.6%	-1.4%	0.4%	-7.0%	3.8%	7.0%
CCCCn1c(N)c(N(CC)C(=O)c2cc(OC)cc(OC)c2)c(=O)[nH]c1=O	-2.1%	-18.2%	6.6%	-0.8%	-1.8%	7.0%	-8.0%	-5.8%
CCc1ccccc1N(CC(=O)Nc1cccc(N(C)S(C)(=O)=O)c1)S(C)(=O)=O	1.0%	-13.2%	-11.9%	-5.1%	-5.9%	29.9%	-2.1%	-2.8%
CCc1nnc(N2CCN(c3ncnc4c3oc3ccccc34)CC2)s1	-1.8%	14.6%	?	1.6%	5.8%	-51.0%[inhibitor]	-7.5%	4.9%
CCCCC(=O)Nc1ccc(C(=O)Nc2ccc(S(=O)(=O)Nc3nccc(C)n3)cc2)cc1	-9.7%	32.5%[activator]	?	1.6%	13.1%	10.5%	-3.0%	0.6%
COCC(=O)Nc1cccc(Br)c1	4.0%	5.5%	-0.8%	3.3%	7.2%	-7.1%	11.7%	6.1%
C=C1CCN([C@@H](C)C(=O)OCc2cccc(C)c2)S(=O)(=O)c2ccccc21	-7.8%	-6.5%	.	.	-10.2%	.	-0.4%	-3.6%
CCC(=O)c1cc2c(C)cc(=O)oc2c(C)c1OC	-21.9%	0.2%	-10.8%	-8.7%	1.5%	17.7%	-13.6%	-1.4%
CN(CC(=O)N1CCOCC1)C(=O)CSc1nc2ccccc2s1	0.0%	-1.8%	?	-5.3%	2.9%	1.1%	.	-3.0%
Cc1ccc(CSC2=Nc3ccccc3C3=NC(CC(=O)NCc4ccco4)C(=O)N23)cc1 (stereo unspecified)	?	23.6%	?	-21.9%	-12.6%	11.2µM*	-2.6%	8.5%
Cc1ccc(Nc2nc(N)nc(CSCCO)n2)cc1	-1.8%	6.8%	12.0%	-3.0%	-7.0%	?	-2.0%	-1.2%
CN1CCN(S(=O)(=O)c2cccc(C(=O)Nc3nc(-c4ccccc4)cs3)c2)CC1	-0.7%	63.2%[activator]	?	-1.4%	-1.4%	-52.0%[inhibitor]	-4.8%	-1.0%

Not all compounds are listed, so the mix of outcomes need not match the whole.
